Screening results (PubChem BioAssay)
aSyn 5UTR inh: MLPCN primary screen, SNCA 5' untranslated region; AID 1813; 300,000 tested, 0.82% active; alpha-synuclein 5'UTR reporter, inhibitor activity; inhibition, % (tested at 7.5 µM); in the data active = inhibition above about 60%; inconclusive = no clear call, values can overlap the other calls;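 also: H4 neuroglioblastoma cells stably carrying SNCA 5'UTR luciferase fusion; 0% = DMSO wells and 100% = positive control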
HIF activator: HIF pathway transcriptional activation | 300,000 tested, 0.32% active | activation, % at 7.5 µM (by protocol) | U2OS HRE-luciferase reporter, luminescence; normalized: DMSO 0%, desferrioxamine 100%;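 active = mean activation of at least 10% of the iron chelator positive control signal, with at least half of replicates also reaching 10%; inconclusive = mean and replicate majority disagree about reaching 10%; inactive = mean and most replicates under 10%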
IEC-6 tox: IEC-6 cytotoxicity, counter-screen for KLF5 inhibitors; luminescence viability; inhibition, % at 5 µM; 290,000 tested, 0.78% active; AID 1825; in the data active = inhibition above about 22%;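 also: 0% = plate median of test compound wells and 100% = cytotoxic reference compound wells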
KLF5 inhibitor: kruppel-like factor 5 inhibition. DLD-1 KLF5 promoter-luciferase reporter, luminescence. inhibition, % at 5 µM. 290,000 tested, 0.23% active;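 active = inhibition above a per-plate limit of that plate's mean compound inhibition plus 3 SD, cut at about 60% in these data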;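 also: 0% = DMSO wells and 100% = LY294002 at 200 µM; higher means less KLF5 promoter-driven luciferase light; inactives centre near -14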
HDAC3 inh: human HDAC3 inhibition; O15379; recombinant HDAC3, fluorogenic peptide/trypsin coupled, fluorescence; inhibition, % at 8.3 µM; 320,000 tested, 0.15% active; AID 2718; in the data active = inhibition above about 26%, passing the limit was not always enough; inconclusive = no clear call, values can overlap the other calls
Target sequence (O15379 whole entry, looked up): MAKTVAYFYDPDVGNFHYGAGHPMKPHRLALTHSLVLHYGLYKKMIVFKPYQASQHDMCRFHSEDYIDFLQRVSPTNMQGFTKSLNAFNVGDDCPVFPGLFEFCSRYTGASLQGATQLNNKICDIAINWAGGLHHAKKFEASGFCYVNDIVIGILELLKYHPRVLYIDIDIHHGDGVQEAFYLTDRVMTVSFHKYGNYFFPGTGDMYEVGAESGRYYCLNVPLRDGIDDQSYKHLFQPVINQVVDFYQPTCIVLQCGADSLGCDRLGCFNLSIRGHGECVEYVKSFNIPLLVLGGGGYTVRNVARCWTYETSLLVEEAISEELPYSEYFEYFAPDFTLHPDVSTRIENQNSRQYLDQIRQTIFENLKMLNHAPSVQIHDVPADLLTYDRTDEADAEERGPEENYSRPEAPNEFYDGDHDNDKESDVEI
Platelet DG rel: modulates dense granule release in human platelets; 300,000 tested, 0.22% active; inhibition, %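 (compounds screened at 7.5 µM in platelet-rich plasma)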; AID 1663; human platelet-rich plasma, SFLLRN dense granule ATP release, luminescence;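 active = mean replicate score, as percent of positive control, at or above 50; inconclusive = mean below 50 but at least one replicate at or above 50; inactive = mean and every replicate below 50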
HSF-1 act: increases HSF-1 driven luciferase reporter signal | NIH3T3-HGL HSF-1 luciferase reporter, MG132, 8 h; 100% = twice DMSO control signal | activation, % at 9 µM | 300,000 tested, 1.7% active;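 active = mean replicate activation of at least 50% with a set share of replicates each reaching 50%; inconclusive = only one of those two conditions met; inactive = mean below 50% and too few replicates reaching it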;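 also: 0% = median of the neutral control wells and 100% = twice that signal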
HSP90 refold inh: HSP90 refolding inhibition in rabbit reticulocyte lysate | luciferase refolding luminescence, 3 h | inhibition, % at 5.6 µM | 290,000 tested, 0.91% active;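 active = inhibition above the screen-wide mean plus 3 SD, computed separately per campaign, cut at about 16% in these data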;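 also: 0% = DMSO wells and 100% = 60 µM geldanamycin wells; inhibitors lower the luminescence because luciferase stays unfolded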
HSF1 inhib: HSF1 inhibition | activity change, negative = inhibition, % at 7.5 µM (by protocol) | 300,000 tested, 0.77% active | NIH3T3-HGL HSE-luciferase, MG132-induced, luminescence 8 h; active compounds read low | AID 2098;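 active = more than half of replicate wells show activity change below -50%, luminescence cut by over half; inconclusive = some wells, but at most half, below -50%; inactive = no replicate well below -50%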;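 also: luciferase reports HSF-1 transcriptional activity via heat shock element; 0% = median of DMSO wells and -100% = zero luminescence signal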
AI-2 QS mod: modulates the Vibrio harveyi AI-2 quorum sensing system. Vibrio harveyi JMH597 AI-2 luminescence/OD600 ratio, 9 h; active compounds read low; strain lacks LuxN and CqsS sensors; 0 = neutral-control median. activity change, % at 7.5 µM. 300,000 tested, 0.4% active. AID 2094; in the data active = activity change below about -75%, passing the limit was not always enough; inconclusive = no clear call, values can overlap the other calls;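 also: luminescence divided by OD600 gain over 9 h not by final OD600 alone; inactives centre near 13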
* marks the source's active call; other numbers are inactive results; ? = inconclusive; . = no result given.

Values run as follows: HSF1 inhib	KLF5 inhibitor	aSyn 5UTR inh	HSF-1 act	IEC-6 tox	HIF activator	Platelet DG rel	AI-2 QS mod	HDAC3 inh	HSP90 refold inh
> CCCCC(c1nnnn1C1CCCC1)N1CCN(C2CCCCC2)CC1 (stereo not drawn)
  -2	-27	7	-12	-1	-0.4	-1	43	9	0
> CC(C)(C)c1csc(NC(=O)CSC2=NCCS2)n1
  17	2	-8	40	4	1.1	-8	-6	3	2
> COc1ccc2c(c1OC)C(=O)N(c1cccc(C(F)(F)F)c1)C2
  18	-118	-192	40	8	3.5	7	31	0	-2
> Cc1nn(C)cc1C(C(=O)NC1CCCCC1)N(C(=O)Cc1cccs1)c1ccc(F)cc1 (stereo not drawn)
  6	22	25	-2	-5	-0.5	4	13	-8	2
> CC(=O)Nc1ccc(S(=O)(=O)NC2=C(N3CCN(C)CC3)C(=O)c3ccccc3C2=O)cc1
  13	-22	71*	9	5	-0.8	1	14	-2	0
> COc1ccc(C(=O)N2CCCCCC2)cc1OC1CCN(C(C)=O)CC1
  -11	-30	7	-11	0	-0.4	5	11	7	0
> COc1cc2[nH]c(=O)n(CCCCCC(=O)N3CC=C(c4ccccc4)CC3)c(=O)c2cc1OC
  -10	-24	31	10	-3	-0.7	3	15	3	1
> CCCOc1ccc(-c2csc3nc[nH]c(=O)c23)cc1
  23	-109	-159	35	0	-1.2	4	4	0	-7
> COCc1cc(C)nc2sc(C(=O)NN)c(-n3cccc3)c12
  7	-33	71*	11	-7	-0.7	2	39	-4	-1
> COc1ccc(NC(=O)CSc2nnc(N)s2)c([N+](=O)[O-])c1
  0	-1	-36	-3	-2	0.5	3	10	1	3
> N#Cc1c(-c2ccc(Cl)cc2)ccnc1N1CCOCC1
  8	5	-17	21	0	4.1	-3	18	-1	0
> CNC(=O)CCn1nc(-c2ccc(Cl)cc2)c2ccccc2c1=O
  -5	16	26	-11	-3	-0.5	-10	13	5	-2
> COc1ccc(C(=O)NN=C2CCCC2)cc1
  0	-57	10	-2	-2	2.5	-8	6	-4	-4
> CCCC(=O)NC(=S)Nc1cccc2c(O)cccc12
  21	3	12	39	1	-0.1	-2	-62	4	-2
> CC(C)(CC(=O)O)CC(=O)Nc1cc(C(F)(F)F)cc(C(F)(F)F)c1
  -9	6	30	-10	8	0.1	5	19	.	-2
> CC(=O)Nc1ccc(OCC(O)CNC2CCCC2)cc1 (stereo not drawn)
  -8	-5	-18	2	-1	-0.4	4	21	-3	2
> O=C(NCc1ccccc1Cl)C(=O)c1c[nH]c2ccccc12
  19	-46	-29	9	-2	0.5	-2	-83*	-1	-1
> COC(=O)Cc1ccc(NC(=O)c2ccc(NC(=O)c3ccco3)cc2)cc1
  -11	-23	23	-16	0	-0.3	11	7	10	2
> COc1ccc(CCNC(=O)c2cc3c(=O)n4ccccc4nc3n(CCN3CCOCC3)c2=N)cc1
  -4	-11	-46	9	9	-0.1	9	4	-16	0
> COc1cccc(NC(=O)CN(C)C(=O)c2cc(S(=O)(=O)NCc3ccccc3)ccc2C)c1
  1	6	-6	-1	5	0.6	-6	1	-2	1
> COc1ccc(OC)c(C(c2nnnn2C(C)(C)C)N2CCc3ccccc3C2)c1 (stereo not drawn)
  -2	-14	-30	7	6	-2.1	-7	2	-5	8
> Cc1sc(NC(=O)c2ccc(OCC(C)C)cc2)c(C(N)=O)c1-c1ccc(Cl)cc1Cl
  -19	-4	11	-30	4	-3.1	6	13	-4	2
> CCn1ncc([N+](=O)[O-])c1C(=O)N1CCCC1
  -5	-9	-4	0	-7	-0.2	15	18	-1	-10
> Cc1cc2c(cc1C)/C(=N/NC(=O)c1ccccn1)CCC2
  4	-143	-60	15	6	1.4	6	12	11	14
> O=C1CSC(=S)N1c1ccc(F)cc1
  -1	-10	10	-5	3	0.9	2	5	1	5
> CC(C)OCCCn1c(=S)[nH]c2cc3c(cc2c1=O)OCO3
  -1	0	10	0	3	0.0	-8	1	1	-1
> COc1ccc(C(=O)CSc2n[nH]c(C)n2)cc1[N+](=O)[O-]
  -2	-30	20	5	-3	0.2	-2	26	7	2
> CSc1ccccc1NC(=O)CN(C)CC(=O)Nc1ccccc1F
  -11	-17	4	-1	-11	-0.4	8	30	-2	-5
> CCOC(=O)NC(=O)CSc1nnc(C)s1
  -3	-22	1	-12	-7	.	-3	11	2	1
> CCOC(=O)COc1cc(N2C(=O)CSCC2=O)c(Cl)cc1Cl
  -2	-1	-7	-8	7	0.1	-4	5	0	2
> Cc1ccc2c(c1)nnc1nnc(SCC(=O)O)n12
  2	-47	10	7	9	-0.6	3	.	1	-2
> Cc1nn(CCCC(=O)NCc2ccccc2)c(=O)c2nn(-c3ccccc3)c(C)c12
  1	17	37	5	9	0.1	6	17	-6	-2
> COc1cc(/C=C2\SC(=S)N(CCC(=O)Nc3ccccc3)C2=O)cc(OC)c1OC
  8	-56	13	16	-2	-2.8	15	4	3	-1
> Cc1ccccc1OCC(=O)NCCCNC(=O)c1ccccn1
  -2	-9	5	1	2	-0.2	-8	-4	-3	-4
> O=C(CCn1c(=O)c2sccc2n(CC(=O)OCc2ccccc2)c1=O)NCc1ccco1
  -1	9	2	15	-2	-0.1	1	3	2	6
> COc1ccc(NC(=O)CSc2ncn[nH]2)c([N+](=O)[O-])c1
  -7	-39	13	2	1	0.3	-1	-5	2	1
> COc1ccc(C(=O)N2CCCC2)cc1S(=O)(=O)N1CCC(C)CC1
  -6	-37	-3	4	-6	-0.2	13	15	7	5
> O=C(CCN1CCCCC1)N=Nc1c(O)[nH]c2ccccc12
  -2	17	-7	2	5	-2.3	-14	24	3	5
> CCOC(=O)C1=C(C)N=C2SCCC(=O)N2C1c1cccs1 (stereo not drawn)
  -2	-4	2	11	1	-0.8	2	-5	-1	2
> O=C1CC(c2ccccc2)CC(O)=C1C=NCCN1CCNCC1 (stereo not drawn)
  -8	-1	15	-8	1	-1.3	11	23	9	-2
> Cc1ccc(S(=O)(=O)N2CCN(C(=O)CSc3cc(C)ccc3C)CC2)c(C)c1
  -1	-18	35	11	-8	-1.2	-6	8	4	-5
> CCOC(=O)c1cccc(NC(=O)Cn2cc3c(n2)CCC(C)C3)c1 (stereo not drawn)
  -7	10	-2	-11	0	-0.1	3	-77*	2	1
> CCOc1cc(NC(=O)c2cccs2)c(OCC)cc1NC(=O)c1cccnc1
  -4	-12	2	1	3	-1.2	-1	1	-2	2
> CSc1nc(C)c(CCOC(=O)c2cccc(Cl)c2)c(=O)[nH]1
  18	21	4	16	2	-0.9	0	36	4	3
> O=S(=O)(Nc1cc(F)ccc1F)c1cccc2nsnc12
  -7	-59	-26	3	0	-8.5	3	16	0	-2
> Cc1ccc(C(=O)NNC(=S)NC(=O)COc2ccccc2)cc1
  -3	-44	-21	4	-1	.	-4	-41	.	-2
> Cc1ccccc1NC(=O)CSCCN1C(=O)c2ccccc2C1=O
  4	-20	-4	2	-4	0.3	2	2	2	1
> COC(=O)CC1Oc2ccccc2N(Cc2ccccc2)C1=O (stereo not drawn)
  1	-34	7	8	6	-0.1	1	-1	-6	-4
> Cc1c(OCC(=O)NC(Cc2c[nH]c3ccc(O)cc23)C(=O)O)ccc2c3c(c(=O)oc12)CCC3 (stereo not drawn)
  7	-14	10	5	1	-0.1	-7	9	-2	4
> CCC(C(=O)NC1CCCC1)n1c(SCc2cccc(C)c2)nc2ccncc21 (stereo not drawn)
  -1	-4	28	-11	7	-0.3	2	34	-4	-5
> CCc1ccccc1N(C1=NCCCS1)S(=O)(=O)c1ccc(C(C)(C)C)cc1
  -2	-1	12	16	-7	-0.2	-11	0	.	0
> O=C(NC1CCCCC1)C12CC3CC(C1)CC(n1cncn1)(C3)C2
  -8	-11	4	1	2	-0.6	-2	10	5	-2
> Cc1[nH]n(-c2ccc(Cl)c(Cl)c2)c(=O)c1CCO
  3	-35	1	10	-4	0.0	0	16	12	-1
> Cc1ccc(C2(C)NC(=O)N(CC(=O)NC(C)c3ccccc3)C2=O)cc1 (stereo not drawn)
  2	10	7	-2	5	0.2	-7	17	3	5
> COC(=O)C1=C(CS(=O)(=O)c2ccc(C)cc2)NC(=O)NC1c1ccc(OC)c(OC)c1 (stereo not drawn)
  -22	-18	5	-34	-8	0.4	-3	21	-2	-7
> CCN(CC)C(c1ccc(F)cc1)c1nnnn1C1CCCCC1 (stereo not drawn)
  5	-13	21	30	2	-0.1	-1	15	4	0
> COCCCNS(=O)(=O)c1ccc2[nH]c3c(c2c1)CCCCC3
  3	-24	15	-4	2	0.4	-5	21	-3	2
> COc1ccc(Nc2nc(-c3ccccc3)nc3ccccc23)cc1
  0	-28	5	4	4	0.7	-6	36	7	-3
> COc1nnc(-c2ccc(C(=O)N3C[C@@H]4C[C@H](C3)c3cccc(=O)n3C4)cc2)c2ccccc12
  -58*	-13	5	-69	4	-0.4	1	?	.	-1
> C/C(Nc1ccc(F)cc1)=C(/C#N)C(N)=O
  -1	0	-6	2	-9	-0.5	0	5	-1	-1

(list continues)
Values run as follows: HSF1 inhib	KLF5 inhibitor	aSyn 5UTR inh	HSF-1 act	IEC-6 tox	HIF activator	Platelet DG rel	AI-2 QS mod	HDAC3 inh	HSP90 refold inh
> Cc1csc(NC(=O)c2ccc3ccccc3n2)n1
  26	-118	-46	55*	5	-0.2	7	6	4	7
> O=C(c1cccc(F)c1)N(Cc1nc2ccccc2c(=O)[nH]1)C1CCCC1
  7	-15	21	5	4	-1.4	-6	14	3	1
> CCOC(=O)c1ccc(-c2cccc(C(F)(F)F)c2)nc1C
  14	-2	-122	33	3	0.8	12	-9	7	0
> COc1ccc(Nc2ccc(S(=O)(=O)N3CCCCC3)cc2[N+](=O)[O-])cc1OC
  7	-7	47	-10	2	-1.6	4	8	0	-2
> CC1CCN(C(=O)COC(=O)c2ccccc2NC(=O)c2ccco2)CC1
  19	-51	-73	33	2	2.2	-1	5	-1	0
> COc1ccc(S(=O)(=O)N2CCC(C)CC2)cc1N(C)S(=O)(=O)c1ccccc1
  -2	-30	4	23	0	-0.5	-3	0	.	4
> COc1cc(OC)cc(C(=O)NCC(=O)OCC(=O)Nc2cc(S(C)(=O)=O)ccc2Cl)c1
  -7	-14	-9	-7	6	-0.3	9	19	.	27*
> COc1ccc(C2C(C(N)=O)=C(C)Nc3ncnn32)cc1 (stereo not drawn)
  -2	4	23	5	0	-0.2	-1	24	-8	-1
> O=[N+]([O-])c1ccc(OCc2n[nH]c(=S)n2-c2ccccc2)cc1
  4	-3	15	-11	-5	0.6	7	16	8	-2
> COc1cccc(NC(=O)CN(C)C(=O)c2ccc(COc3ccccc3)cc2)c1
  7	.	-16	-6	.	0.5	-2	25	6	.
> COC(=O)[C@H]1C2CCC(C(=O)OC)(CC2)[C@H]1C(=O)OC
  0	2	-27	1	-5	0.2	0	16	-5	-1
